D2 antag – antagonists of human D2 dopamine receptor | P14416 | HEK293 TREx D2 cells, calcium flux, dopamine EC80 | inhibition, % at 10 µM | 2% of 340,000 active | AID 485344; in the data active means inhibition above about 30%; further: 0% is about no effect
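Overnight-induced (tetracycline, 30 C) HEK293 T-REx cells carrying force-coupled D2 receive a no-wash calcium dye, then compound, then EC80 dopamine at 180 s; signals are read kinetically throughout.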
D2 agonist – activates the human D2 dopamine receptor. HEK293 T-REx D2 cells, calcium flux agonist mode. activation, % at 2 µM. 0.53% of 340,000 active;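 active means activation over 3 SD above normal in the single-dose calcium agonist read, cut at about 30% in these data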; further: 0% is about no effect
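In this primary screen, compounds producing a positive calcium signal within 180 s of addition to tetracycline-induced, force-coupled HEK293 Trex D2 cells are flagged; cells are dye-loaded with a no-wash calcium kit beforehand.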
D2 potentiator – positively modulates the human D2 dopamine receptor allosterically; P14416; HEK293 T-REx D2, calcium flux, EC20 dopamine potentiation; potentiation, % at 10 µM; 0.34% of 340,000 active;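 active means potentiation over 3 SD above the plate norm, cut at about 30% in these data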; further: 0% is about no effect
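Cells plated with tetracycline inducer and held overnight at 30 C; calcium dye loaded 30–90 min at room temperature; baseline taken, compound added and read 180 s; EC20 dopamine then added and read 180 s.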
D1 antag – human D1 dopamine receptor antagonism | HEK293 TREx D1 cells, calcium flux, dopamine EC80; hits give low values | P21728 | AID 504652 | 3.2% of 360,000 active | activity change, negative = inhibition, % at 10 µM; in the data active means activity change below about -30%; further: on the % scale 0 is the no-effect control and ±100 the full control effect
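Antagonism measured as reduced calcium response to an EC80 dopamine addition following 180 s compound pre-read; cells were inducible HEK293 Trex D1 plated overnight at 30 C, read kinetically at 1 cycle/sec.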
TRHR enhancer – allosteric enhancers of human TRH receptor. P34981. TRHR cells, fluo-8 calcium fluorescence, EC20 TRH enhancement. enhancement, % at 2 µM. 0.66% of 360,000 active. AID 493056; in the data active means enhancement above about 30%; further: 0% is about no effect
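Enhancer read-out: after compound pinning and an initial kinetic agonist-mode read, an EC20 of TRH (10 nM final) was injected and fluo-8 calcium signal (Ex 480/Em 530) followed at 1 s/cycle for 100 cycles in TRHR-expressing cells.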
RXFP1 antagonist – antagonists of human relaxin receptor RXFP1; HEK293-RXFP1, relaxin-stimulated cAMP HTRF, 30 min; hits give low values; 0.59% of 350,000 active; activity change, negative = inhibition, % at 57.5 µM; Q9HBX9;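 active means activity change of -60% or lower, but not beyond a set lower limit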; further: on the % scale 0 is the no-effect control and ±100 the full control effect
Target sequence (Q9HBX9 whole entry, looked up): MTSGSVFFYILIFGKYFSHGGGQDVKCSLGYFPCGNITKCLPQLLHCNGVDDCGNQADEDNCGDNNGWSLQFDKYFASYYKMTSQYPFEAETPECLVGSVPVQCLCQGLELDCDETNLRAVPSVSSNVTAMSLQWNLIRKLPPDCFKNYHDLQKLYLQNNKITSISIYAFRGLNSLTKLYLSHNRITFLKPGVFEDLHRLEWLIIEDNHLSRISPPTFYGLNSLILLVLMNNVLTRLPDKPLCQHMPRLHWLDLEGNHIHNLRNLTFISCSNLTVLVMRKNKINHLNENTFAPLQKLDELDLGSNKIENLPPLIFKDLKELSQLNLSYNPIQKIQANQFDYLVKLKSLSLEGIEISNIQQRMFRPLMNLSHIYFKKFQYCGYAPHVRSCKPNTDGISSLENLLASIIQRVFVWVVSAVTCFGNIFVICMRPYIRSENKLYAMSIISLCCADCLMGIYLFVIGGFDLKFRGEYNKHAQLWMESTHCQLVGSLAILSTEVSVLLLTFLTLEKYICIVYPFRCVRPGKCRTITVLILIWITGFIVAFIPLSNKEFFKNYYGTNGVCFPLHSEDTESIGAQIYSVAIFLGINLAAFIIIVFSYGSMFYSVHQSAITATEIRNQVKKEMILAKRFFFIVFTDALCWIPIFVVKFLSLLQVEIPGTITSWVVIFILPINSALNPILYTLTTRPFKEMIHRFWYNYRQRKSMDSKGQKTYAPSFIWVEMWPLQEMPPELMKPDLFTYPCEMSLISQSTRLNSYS
D1 potentiator – enhances dopamine response at the human D1 receptor. P21728. HEK293 TREx D1 cells, calcium flux, dopamine EC20 potentiation. potentiation, % at 10 µM. 0.036% of 360,000 active; in the data active means potentiation above about 30%; further: 0% is about no effect
D1 agonist – activates the human D1 dopamine receptor; P21728; HEK293 T-REx D1 cells, calcium flux, agonist mode; activation, % at 2 µM; 1% of 360,000 active; AID 504660; further: 0% is about no effect
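Agonism was scored from calcium flux recorded over 180 s (1 read/s) after pintool compound addition, following a 10-cycle baseline. Cells were inducible force-coupled HEK293 TREx D1, plated overnight at 30 C and loaded with no-wash calcium dye.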
TRHR ag – agonists of human TRH receptor | P34981 | TRHR cells, calcium flux fluo-8, FDSS agonist mode | activation, % at 2 µM | 0.18% of 360,000 active; further: 0% is about no effect
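Agonist-mode FDSS calcium read (Ex 480/Em 530, 1 s cycles) in 1536-well TRHR cells with fluo-8 dye, after 10-cycle baseline and 23 nL compound addition; TRH at EC20 (10 nM final) added afterwards for the enhancer phase.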
* marks the source's active call; other numbers are inactive results; · = not tested or not shown; & = joins results of further samples. Unless noted, no stated cut-off is given here; in the data, active means activation above about 30%; inactive means the rest.

SMILES	D2 antag	D2 agonist	D2 potentiator	D1 antag	TRHR enhancer	RXFP1 antagonist	D1 potentiator	D1 agonist	TRHR ag
Cc1ccc(-n2c3c(c(=O)[nH]c2=O)C(NS(=O)(=O)c2ccc(Cl)cc2)(C(F)(F)F)C(=O)N3)cc1 (stereo not drawn)	8	-0.4	-9&-25	-6&-2	-10&3	-1	0&-6	1&2	2.6&0.5
COc1cccc(C2Cc3ccccc3C(=O)O2)c1 (stereo not drawn)	-2	1.6	-1	-17	-8	-11	-2	-1	-0.5
Cc1ccc(C(=O)N2CCN(c3ccccn3)CC2)cc1Cl	-12	-1.2	-3	-9	24	5	-1	0	-1.1
CCCCCCCC(=O)Nc1cc(C(=O)NCCC)ccc1N1CCC2(CC1)CC(c1cccc(Br)c1)=NO2	9	-0.2	-9	18	0	·	4	3	0.2
CSCCC(NS(=O)(=O)c1ccc(C)cc1)C(=O)NC1CCCCCC1 (stereo not drawn)	-2	0.4	2	-15	-1	-7	-3	1	0.1
COc1ccc(-c2csc3ncnc(Sc4nnnn4C)c23)cc1	·	·	·	6	0	·	-4	2	-0.5
CCN(CC)c1ccc(NC(=O)c2cc(S(=O)(=O)N3CCc4ccccc43)cn2C)c(C)c1	·	0.0	-1	-34*	-2	7	-3	1	0.0
O=C(Nc1ccc2oc(-c3cccnc3)nc2c1)c1cccc(Br)c1	·	1.0	1	8	4	1	0	3	0.1
O=C(N/N=C/c1cccc(NC(=O)c2ccc(Cl)cc2)c1)c1ccc(O)cc1	·	·	2	-3	11	-1	-8	4	-1.3
CC12CCC(C(N)=O)(c3nc4ccccc4nc31)C2(C)C (stereo not drawn)	-2	0.3	14	-1	-2	-10	-3	4	1.0
COc1ccc(-c2nnn(CC(=O)N(Cc3ccccc3Cl)C(C(=O)NCC3CCCO3)c3ccco3)n2)cc1OC (stereo not drawn)	-28	-0.8	-4	-2	-2	17	-2	8	-0.1
CC(OC(=O)Cn1[nH]c(=O)c2ccccc2c1=O)C(=O)c1ccccc1 (stereo not drawn)	2	-1.4	5	-19	-2	10	0	3	0.1
CCn1c(O)c(/C=N/n2cnnc2)sc1=S	-2	-0.6	-4	8	-4	-9	3	5	3.7
CCCCCCCNC(=O)C1(CC2CC(c3ccc(Cl)cc3)=NO2)CCN(C(=O)c2cc(OCC)c(OCC)c(OCC)c2)CC1 (stereo not drawn)	44*	1.1	-11	7	0	·	1	5	0.5
COc1ccc(CN(C)C(=O)C2CCN(S(=O)(=O)c3cccs3)CC2)cc1F	1	0.1	5	-9	-4	-3	-9	7	-0.2
COc1cccc(C(=O)c2c[nH]c(C(=O)NCc3cccs3)c2)c1	-19	0.3	9	3	0	-8	4	4	0.7
O=C1COc2ccc(C(=O)COC(=O)c3ccc(S(=O)(=O)C(F)F)cc3)cc2N1	-4	0.6	17	-16	-1	-21	2	16	1.1
CC1CCCN(C(c2cccs2)c2nnnn2Cc2ccccc2)C1 (stereo not drawn)	6	1.2	11	1	0	3	-7	11	2.2
O=C(COc1cnc2ccccc2n1)NCCC1=CCCCC1	-11	-0.6	-8	-9	-3	20	-8	0	-0.9
Cc1ccc(C2=NC3(CCCC3)NC2=S)cc1	-8	-0.1	-3	0	-2	-22	-1	3	0.1
Cc1cc(C)c(C(=O)NCC2CCCO2)c(C)c1C(=O)NCC1CCCO1 (stereo not drawn)	-14	-0.1	11	-3	3	-5	3	1	0.1
O=C(CNC(=O)c1ccccc1F)N/N=C\C=C\c1ccccc1	-5	0.0	2	13	2	-11	-1	0	-0.9
CCN(CC)c1ccc(/C=N/N=C(N)N)c(O)c1	-12	0.5	-2	3	-6	11	-2	5	3.0
CCC(CC)C(=O)NCCc1cc2c(OC)ccc(OC)c2[nH]c1=O	·	·	·	-19	-5	-1	-11	-1	0.8
COc1ccc(CCNC2CCN(C)CC2)cc1OC	-14	-0.4	-5	0	-1	-15	-1	4	0.6
CCNC(=O)N1CCNC(=O)C1CC(=O)OC (stereo not drawn)	-6	1.7	-9	7	-2	9	-1	2	-0.1
CCOc1ccc(OC(=O)C(CCS(C)(=O)=O)N2C(=O)c3ccccc3C2=O)cc1 (stereo not drawn)	·	·	·	-5	19	-13	2	0	1.1
CC1(c2ccccc2)NC(=O)N(CC(=O)NCC2CCCO2)C1=O (stereo not drawn)	10	-0.9	-3	-1	1	-4	-4	3	0.4
COc1cc(-c2noc(-c3ccc(NCc4ccco4)c([N+](=O)[O-])c3)n2)cc(OC)c1OC	·	·	·	1	0	·	0	6	1.0
CC(=O)c1c(OC(=O)c2ccccc2)c2ccccc2n1C	20	0.9	0	-22	-3	-9	14	3	2.1
COc1ccc(-n2nc3cc(C)c(NC(=S)NC(=O)c4ccccc4C)cc3n2)cc1	-3	0.4	-4	7	3	1	4	2	0.1
CS(=O)(=O)N(CC(=O)NCCSCc1ccccc1)c1ccccc1Br	-9	-0.7	2	-9	3	-6	-4	3	-0.3
Cc1ccc(NC(=O)CC2SCCNC2=O)cc1Cl (stereo not drawn)	10	-0.3	0	6	-9	-5	-6	2	1.1
Cc1ccccc1Nc1c(-c2ccc(N3CCOCC3)cc2)nc2ncccn12	-8	0.5&1.2	3&10	1&12	-2&-2	3&-14	-2&-1	2&2	0.4&1.0
Cc1cc(N/N=C(/CCC(=O)O)C(=O)O)nc2ccccc12	-5	-0.3	-2	1	-5	-6	9	0	0.0
CCC(C)NC(=O)C1CCCN(S(=O)(=O)c2ccc3c(c2)CC(C)N3C(=O)C2CC2)C1 (stereo not drawn)	-7	0.1	-4	9	1	·	0	-1	-2.0
O=C(CN1CCN(C(=O)CNC(=O)c2ccc3c(c2)OCO3)CC1)Nc1ccc(F)cc1	21	-0.3	-9	5	-7	2	3	0	-0.3
O=C1c2ccccc2NC(c2ccccn2)N1c1ccc(Cl)cc1 (stereo not drawn)	-3	-0.9	2	-19	4	0	-5	0	-0.4
COc1ccc([C@@H]2CC=C(C(=O)O)CN2S(=O)(=O)c2ccc(Cl)cc2)cc1	-9	-1.2	-6	-18	0	·	-4	2	-0.5
CCc1ccc(-c2nc(CN3CCC(C(=O)NCCc4ccc(C)cc4)CC3)c(C)o2)cc1	·	0.3	9	10	4	·	-3	1	-0.2
CCCCCCN1C=CC(=C2C(=O)c3ccccc3C2=O)C=C1	-1	-0.6	4	8	1	3	-2	18	2.9
CC1(C)c2[nH]c3ccccc3c2C[C@H]2C(=O)N(CCCO)CC(=O)N21	-2	1.1	-1	-3	1	-1	2	0	0.0
CCCCn1c(N)c(N(CC(C)C)C(=O)c2ccc3c(c2)NC(=O)C(C)S3)c(=O)[nH]c1=O (stereo not drawn)	-10	0.3	-4	9	-1	-4	2	3	0.5
CC1(C)OC(=O)C=C(CC2NS(=O)(=O)OC3CCCCC23)O1 (stereo not drawn)	10	-1.1	3	-1	6	·	2	0	-0.2
CC1CN(c2sc(S(C)(=O)=O)nc2S(=O)(=O)c2ccc(Cl)cc2)CC(C)O1 (stereo not drawn)	14	-3.1	1	-4	-1	4	2	2	-1.0
CC(=O)N1N=C(c2ccccc2)CC1c1cn(C)c2ccccc12 (stereo not drawn)	-1	-0.7	11	-18	-4	·	-3	1	-0.4
NC(=O)c1ccsc1NC(=O)COC(=O)c1ccncc1	8	0.3	-6	28	-1	7	-1	4	-0.3
NC(=O)C(CC(=O)O)NC(=O)[C@@H]1CCOc2c(I)cc([N+](=O)[O-])cc2C(=O)N[C@@H](CO)C(=O)N[C@@H](Cc2ccc(O)cc2)C(=O)N1 (stereo partly drawn)	-25	-1.5	5	11	2	·	-6	-1	-0.2
Cc1ccc(N(CCC#N)C(=O)CSc2nc3ccccc3c(=O)[nH]2)cc1	-8	-0.9	13	18	0	-3	1	4	-0.1
Cc1ccc(S(=O)(=O)/C(C#N)=C/c2c(Oc3ccc(Cl)cc3)nc3c(C)cccn3c2=O)cc1	-4	0.4	-2	0	-7	·	-11	2	-0.4
COc1cccc(Cn2c(=O)n(CC3CCC(C(=O)NC(C)C)CC3)c(=O)c3sccc32)c1 (stereo not drawn)	·	-0.9	15	-2	-1	-5	-5	0	0.3
CCCCN(C)CCNC(=O)CCNC(=O)Cn1ccc2ccccc2c1=O	-24	1.8	5	12	-2	2	-8	3	0.0
O=C(CN1CCC(n2nnc3cc(C(F)(F)F)ccc32)CC1)N1CCc2ccccc21	9	0.3	-10	-3	-2	-12	-1	1	-0.3
Cc1nnc(SCCn2c(N3CCC(Cc4ccccc4)CC3)nc3c2c(=O)[nH]c(=O)n3C)s1	-10	0.9	11	5	-5	-29	3	3	2.7
COc1cc(/C=C/CO)cc(OC)c1OC/C=C(\C)CCC=C(C)C	-27	-1.5	-1	2	-3	-1	3	-1	-0.5
CN(C)c1ccc(CNC2C3CC4CC(C3)CC2C4)cc1 (stereo not drawn)	-9	0.5	3	3	15	3	2	12	0.1
COc1ccc(OC)c(S(=O)(=O)Nc2ccccc2C(=O)N2CCCCC2)c1	7	-0.1	-8	4	-5	-5	-2	4	0.0
COc1ccc2c(c1OC)C(=O)OC2Nn1cncn1 (stereo not drawn)	10	-2.4	21	6	3	-21	3	3	0.2
CC(C)C(=O)Nc1c2c(nn1-c1ccccc1)CSC2	8	0.5	9	5	0	-5	6	1	0.7
O=C(O)c1ccc(CNC(=O)c2ccc3c(c2)OCCO3)cc1	-3	1.3	-14	-5	8	-2	2	1	0.1

Five entries from above, set out differently.
Below each compound – D2 antag | D2 agonist | D2 potentiator | D1 antag | TRHR enhancer | RXFP1 antagonist | D1 potentiator | D1 agonist | TRHR ag
NC(=O)c1ccsc1NC(=O)COC(=O)c1ccncc1
    8 | 0.3 | -6 | 28 | -1 | 7 | -1 | 4 | -0.3
NC(=O)C(CC(=O)O)NC(=O)[C@@H]1CCOc2c(I)cc([N+](=O)[O-])cc2C(=O)N[C@@H](CO)C(=O)N[C@@H](Cc2ccc(O)cc2)C(=O)N1 (stereo partly drawn)
    -25 | -1.5 | 5 | 11 | 2 | · | -6 | -1 | -0.2
Cc1ccc(N(CCC#N)C(=O)CSc2nc3ccccc3c(=O)[nH]2)cc1
    -8 | -0.9 | 13 | 18 | 0 | -3 | 1 | 4 | -0.1
Cc1ccc(S(=O)(=O)/C(C#N)=C/c2c(Oc3ccc(Cl)cc3)nc3c(C)cccn3c2=O)cc1
    -4 | 0.4 | -2 | 0 | -7 | · | -11 | 2 | -0.4
COc1cccc(Cn2c(=O)n(CC3CCC(C(=O)NC(C)C)CC3)c(=O)c3sccc32)c1 (stereo not drawn)
    · | -0.9 | 15 | -2 | -1 | -5 | -5 | 0 | 0.3

(continued)
SMILES	D2 antag	D2 agonist	D2 potentiator	D1 antag	TRHR enhancer	RXFP1 antagonist	D1 potentiator	D1 agonist	TRHR ag
COCCNC(=O)C(OC(=O)c1ccco1)c1ccccc1Cl (stereo not drawn)	8	0.4	9	2	0	-6	-3	6	-0.1
CCN(CC)Cc1c(C(=O)N/N=C/c2ccc(OCc3ccccc3C)cc2)nnn1-c1nonc1N	-12	-0.5	0	50	5	3	-4	8	1.5
CN(C)/C=N/C(=S)Nc1cc(Cl)cc(Cl)c1	2	-3.5	6	-3	5	-21	-11	15	-1.9
COc1ccc(-c2cn3cccnc3n2)cc1NC(=O)C1CCCC1	10	0.8	4	7	8	-3	-1	1	-0.1
